PI4K2A block: inhibitors of human PI4K2A. activity change, negative = inhibition, % at 76.9 µM. 420,000 compounds, 0.13% hits. Q9BTU6. purified PI4K2A, ADP-Glo luminescence, 1 h; hits give low values. AID 1346378; in the data active = activity change below about -50%; inconclusive = mostly about -30% to -49%;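 also: -100% = wells without enzyme as full effect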
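ADP-Glo luminescence measured ADP generated by PI4K2A enzyme (4 ug/mL before mixing) with 1.2 mM PI substrate (pre-mix) and 300 microM ATP (pre-mix). Tris pH7.5 buffer with MgCl2, Triton X-100; 1 h reaction at ambient temperature.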
GLS inh: blocks human kidney-isoform glutaminase activity; O94925; GLS enzymatic activity, qHTS titration; Potency, µM (top dose mostly 45.5 µM), inactives show at the top dose activity change, negative = inhibition, usual class: inhibitors; 410,000 compounds, 0.21% hits; also: potency is read from the fitted curve at half-maximal effect; % is scaled to controls: 0 for no effect and ±100 for the full control effect
Target sequence (O94925 whole entry, looked up, canonical isoform): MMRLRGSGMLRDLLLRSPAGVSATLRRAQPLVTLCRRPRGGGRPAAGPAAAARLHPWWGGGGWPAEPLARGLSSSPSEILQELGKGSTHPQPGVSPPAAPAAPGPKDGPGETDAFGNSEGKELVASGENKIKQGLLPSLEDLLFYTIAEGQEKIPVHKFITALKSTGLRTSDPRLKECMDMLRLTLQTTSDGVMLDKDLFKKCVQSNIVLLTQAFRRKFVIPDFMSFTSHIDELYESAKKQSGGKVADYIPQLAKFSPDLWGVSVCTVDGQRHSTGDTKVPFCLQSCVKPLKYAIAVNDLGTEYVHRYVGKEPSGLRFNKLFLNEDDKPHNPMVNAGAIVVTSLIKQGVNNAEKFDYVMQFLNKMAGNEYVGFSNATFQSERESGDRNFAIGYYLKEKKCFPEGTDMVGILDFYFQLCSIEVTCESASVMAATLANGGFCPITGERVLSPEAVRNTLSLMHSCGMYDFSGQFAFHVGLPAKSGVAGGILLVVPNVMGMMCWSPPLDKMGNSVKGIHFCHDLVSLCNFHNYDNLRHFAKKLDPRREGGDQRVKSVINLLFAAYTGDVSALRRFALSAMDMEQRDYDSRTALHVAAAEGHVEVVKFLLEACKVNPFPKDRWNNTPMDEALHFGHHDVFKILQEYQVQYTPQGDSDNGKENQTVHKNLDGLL
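Assay buffer: 45 mM KH2PO4 pH 8.2, 0.02% Tween-20. hKGA acts on L-glutamine (1 mM solution added); product glutamate is reported by an oxidase/peroxidase Amplex Red coupling, with fluorescence taken at baseline and 30 min.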
USP1-UAF1 inh: inhibitors of human USP1/UAF1 deubiquitinase; O94782; recombinant USP1/UAF1, Ub-Rhodamine cleavage fluorescence; 390,000 compounds, 0.23% hits; Potency, µM (doses to about 57.1 µM), for the others: at the highest dose activity change, negative = inhibition, actives largely listed as inhibitors; also: potency is read from the fitted curve at half-maximal effect; % is scaled to controls: 0 for no effect and ±100 for the full control effect; nearly all actives have a fitted effect of over 60% in size; inactives centre near -12
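1 nM enzyme complex + cpd, 15 min RT; start with Ub-Rho 150nM final; kinetic fluorescence ex 480/em 540, 6 reads q60 s. Buffer 50mM HEPES pH 7.8, 0.5mM EDTA, 0.1 mg/ml BSA, 1mM TCEP, 0.01% Tween-20.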
IDH1 R132H inh: human IDH1 R132H inhibition; 390,000 compounds, 0.093% hits; Potency, µM (highest dose often 76.6 µM), for the others: at the top dose activity change, negative = inhibition, actives largely listed as inhibitors; IDH1-R132H enzyme, NADPH consumption, diaphorase/resazurin fluorescence; AID 602179; O75874; also: potency is read from the fitted curve at half-maximal effect; % is scaled to controls: 0 for no effect and ±100 for the full control effect; nearly all actives have a fitted effect of over 65% in size
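IDH1-R132H (0.5 ug/mL dispensed) in pH 7.5 Tris buffer was preincubated 30 min with compound, then given a substrate mix of 0.016 mM NADPH and 2 mM alpha-KG for 80 min at room temperature; remaining NADPH was read by diaphorase/resazurin fluorescence.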
Tb PGK inh: inhibitors of T. brucei phosphoglycerate kinase; PGK/GAPDH coupled, Kinase-Glo luminescence, 60 min; Potency, µM (titrated, usually from 57.5 µM), inactives show top-dose activity change, negative = inhibition, actives largely listed as inhibitors; 380,000 compounds, 0.043% hits; AID 602233; also: potency is read from the fitted curve at half-maximal effect; % is scaled to controls: 0 for no effect and ±100 for the full control effect; nearly all actives have a fitted effect of over 60% in size
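Luminescent ATP detection (Kinase-Glo Plus) follows a 60-minute room-temperature incubation, with wells lacking PGK as controls. Buffer: 100 mM TEA (pH 7.6), 5 mM MgCl2, 0.01% Tween-20. Coupling enzyme GAPDH (100 nM final) supplies unstable 1,3-BPG in-well.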
Pin1 inh: human Pin1 inhibition. Q13526. Pin1 FP peptide displacement, HiFluor488, 10 min. Potency, µM (titrated, usually from 115 µM), without a hit: top-dose activity, negative = inhibition, hits mostly inhibitors. 390,000 compounds, 0.009% hits. AID 504891; active = well fitted inhibition curve with a large enough effect in the polarisation, with a control signal flat, not every such curve was filed as active; inconclusive = small, poorly fitted or top-dose-only effect, or effect the other way, or a change in a side signal; inactive = no such curve, though single readings can be large or run the other way; the % refers to the polarisation; also: potency is read from the fitted curve at half-maximal effect; % is scaled to controls: 0 for no effect and ±100 for the full control effect
Target sequence (Q13526 whole entry, looked up): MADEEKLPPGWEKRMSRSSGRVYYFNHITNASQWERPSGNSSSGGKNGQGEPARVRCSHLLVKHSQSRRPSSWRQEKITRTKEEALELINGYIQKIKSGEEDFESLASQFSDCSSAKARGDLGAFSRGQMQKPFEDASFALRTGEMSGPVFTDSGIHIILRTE
HP1b chromo inh: inhibitors of HP1-beta chromodomain binding to methylated histone tails; P83916; AlphaScreen HP1-beta / biotin-H3K9me3 peptide binding; Potency, µM (series often up to 114 µM), for inactives: at the highest dose activity change, negative = inhibition, usual class: inhibitors; 390,000 compounds, 0.56% hits; also: potency is read from the fitted curve at half-maximal effect; nearly all actives have a fitted effect of over 70% in size; inactives centre near 23
Target sequence (P83916 whole entry, looked up): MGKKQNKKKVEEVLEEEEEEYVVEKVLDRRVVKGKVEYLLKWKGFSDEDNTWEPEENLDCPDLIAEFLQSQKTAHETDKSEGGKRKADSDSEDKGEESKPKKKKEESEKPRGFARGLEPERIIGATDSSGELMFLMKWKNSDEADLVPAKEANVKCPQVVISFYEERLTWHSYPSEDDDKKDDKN
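AlphaScreen: HP1-beta (50 nM) preformed 30 min with biotin-H3(1-18)K9me3 peptide (50 nM) in PBS pH 7.4, 0.01% Tween-20. Compound added for 30 min at RT, then streptavidin donor/nickel chelate acceptor beads (10 ug/mL) for 30 min.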
TrxR1 substrate: is turned over as a substrate by rat TrxR1 | O89049 | purified TrxR1 substrate turnover, NADPH consumption readout | Potency, µM (doses to about 114 µM), for the others: at the top dose activity change, negative = substrate turnover | 390,000 compounds, 0.01% hits | AID 588456; also: potency is read from the fitted curve at half-maximal effect; % is scaled to controls: 0 for no effect and ±100 for the full control effect; nearly all actives have a fitted effect of over 50% in size
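Rat TrxR1, dispensed at 90 nM, was prereduced with 400 uM NADPH (final) for 5 min at ~22 deg C, then incubated with compound 15 min before 400 uM selenite. A first-read NADPH fluorescence drop versus no-compound background flagged substrates.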
TrxR1 inh: rat TrxR1 inhibition; 390,000 compounds, 1% hits; AID 588453; recombinant rTrxR1, NADPH fluorescence consumption, selenite substrate; Potency, µM (doses to about 114 µM), for inactives: at the top dose activity change, negative = inhibition, usual class: inhibitors; also: potency is read from the fitted curve at half-maximal effect; % is scaled to controls: 0 for no effect and ±100 for the full control effect; nearly all actives have a fitted effect of over 65% in size
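Rat TrxR1 (90 nM in the dispensed reagent) was pre-reduced with 400 uM NADPH for 5 min at room temperature, then incubated with compound for 15 min. After 400 uM selenite was added, NADPH fluorescence (Ex 340/Em 450 nm) was followed for 8 min.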
An asterisk follows results filed as active; i = inactive; ? = inconclusive; . = not tested or not shown; & = joins results of further samples; [ ] = dose if it differs, or a comment. Unless noted, calls follow the shape of the dose curve; as a rule, active = well fitted curve in the direction sought with a large enough effect; inconclusive = small, poorly fitted or top-dose-only effect, or another doubt; inactive = no such curve, though single readings can be large; an effect the other way counts as inactive or inconclusive. Some of the compounds tested; rates above refer to the full screens.

SMILES | PI4K2A block | GLS inh | USP1-UAF1 inh | IDH1 R132H inh | Tb PGK inh | Pin1 inh | HP1b chromo inh | TrxR1 substrate | TrxR1 inh
CSc1ccc(CNC(=O)CCc2c(C)nn(-c3ccc(N4CCCC4)nn3)c2C)cc1 | -8.7 | -1.8% | -8.7% | -13.3% | -6.8% | -7.0% | -12.4% | -1.8%[57.1 µM] | 12.3%[57.1 µM]
O=C(O)c1cccc(NC(=O)c2ccc(CN3C(=O)c4ccccc4C3=O)cc2)c1 | 2.1 | 0.4% | -1.5% | 2.6% | i | -7.2% | 34.7% | -7.3% | 13.7%[57.1 µM]
Cc1cc(NC(=O)CN2CCOCC2)n(-c2ccccc2)n1 | -3.3 | -6.2% | 0.0% | 8.1% | -8.7% | -3.6% | -3.6% | 8.5%[57.1 µM] | 30.3%[57.1 µM]
Cc1cc(NC(=O)COC(=O)C2COc3ccccc3O2)no1 (centres undefined) | 1.2 | 38.6%[activator] | -7.4% | 3.8% | -0.7% | -2.0% | 13.3% | 2.9% | 13.3%
COc1ccc(-c2csc(NC(=O)Cc3cccc4ccccc34)c2C(=O)O)cc1 | -2.0 | 6.5% | -19.2% | 10.8% | -4.7% | -6.6% | 32.1% | 3.9% | 8.2%[57.1 µM]
CCN1C(=O)NC2C1N(S(C)(=O)=O)CCN2S(C)(=O)=O (centres undefined) | 1.8 | -3.3% | -18.3% | 4.8% | i | -9.7% | 53.3%[activator] | 5.5% | 13.1%
Cc1ccc(C(=O)Nc2scc(-c3ccccc3)c2C(=O)O)o1 | -1.9 | 30.5% | -16.1% | -10.4% | 7.1% | -0.8% | 0.6% | -9.9%[57.1 µM] | -7.1%[57.1 µM]
COC(=O)c1cc2occc2n1Cc1nc(-c2ccccc2)oc1C | 1.6 | 0.5% | -18.9% | -5.9% | i | 10.0% | 31.6% | 3.7% | 11.8%
O=C(Nc1cc(S(=O)(=O)N2CCOCC2)ccc1N1CCCC1)c1cc(F)c(F)cc1Cl | -4.2 | 2.8% | -18.1% | 9.8% | -2.4% | -7.3% | 0.5% | -12.8% | 1.5%
Cc1cc(N2CCC(C)CC2)nc(SCC(=O)c2ccccc2)n1 | 0.6 | 6.3% | -14.2% | 0.3% | -4.4% | -1.6% | 29.8% | 2.0% | 4.8%
CN(c1ccccc1)c1nc2ccsc2c(=O)s1 | -0.4 | -7.7% | -21.8% | 5.6% | -5.5% | 1.5% | 139.5%[activator] | 6.7% | 13.3%
O=C1CC(NS(=O)(=O)c2cccs2)CN1c1cccc(F)c1 (centres undefined) | 2.6 | -4.4% | -9.5% | -8.9% | -5.5% | -3.1% | 38.7% | -1.6%[57.1 µM] | -1.0%[57.1 µM]

Taken from above.
USP1-UAF1 inh, CSc1ccc(CNC(=O)CCc2c(C)nn(-c3ccc(N4CCCC4)nn3)c2C)cc1 → -8.7%
USP1-UAF1 inh, CCN1C(=O)NC2C1N(S(C)(=O)=O)CCN2S(C)(=O)=O (centres undefined) → -18.3%

More structures
SMILES | PI4K2A block | GLS inh | USP1-UAF1 inh | IDH1 R132H inh | Tb PGK inh | Pin1 inh | HP1b chromo inh | TrxR1 substrate | TrxR1 inh
Cc1ccc(CNC(=O)c2ccc(Cn3c(=O)c4ccccc4n(CC(=O)Nc4ccc(C)cc4)c3=O)cc2)cc1 | -2.7 | 4.8% | ? | -11.8% | 5.8% | 13.1% | 31.6% | -2.9% | 11.4%
CCOC(=O)c1c(S(=O)(=O)NCCc2ccco2)c(C)n(C)c1C | -2.5 | -2.6% | -21.5% | 1.3% | -7.1% | -4.6% | 14.4% | 6.4% | 27.1%
CCOC(=O)c1cnc2c(C(=O)OC)cccc2c1NCc1ccco1 | -1.2 | 6.8% | -14.6% | 4.6% | -1.8% | -7.9% | 14.0% | 16.1% | -14.7%
Cn1cccc1CC(=O)NNC(=O)Nc1ccc(F)cc1 | -2.1 | 22.4% | -21.0% | -3.1% | 0.5% | -4.7% | 31.7% | 2.0% | 12.4%
O=C(N/N=C/c1cc(Cl)ccc1O)c1ccccc1Br | 8.0 | 13.0% | -4.5% | -4.9% | 1.1% | 0.7% | 22.6% | -6.0% | 7.9%
O=C(NCCc1ccccc1)C1CCC(CNS(=O)(=O)c2ccc(Cl)cc2)CC1 (centres undefined) | -0.1 | -12.2% | ? | -13.4% | 3.0% | 1.8% | 4.2% | -0.1%[57.1 µM] | 24.7%[57.1 µM]
O=C(c1ccc(F)cc1)n1nc(-c2ccccc2)nc1NCc1ccco1 | 3.0 | 2.8% | -28.9% | 6.0% | 8.2% | ? | 54.4%[activator] | 0.7% | 19.5%
N#CCCN(C(=O)COc1ccc(C#N)cc1)c1ccc(F)cc1 | -3.7 | -5.9% | -7.8% | 0.0% | -7.0% | 1.2% | 37.0% | 5.4% | 3.5%
CC(=O)Oc1ccc2c(c1)C(=O)c1ccccc1CO2 | 3.7 | 8.3% | 2.9% | 0.0% | 10.4% | -8.1% | 40.8% | -4.9% | -28.4%
C=CCOc1ccccc1CNn1c(C)n[nH]c1=S | 1.5 | -1.1% | ? | -14.1% | -9.6% | . | . | . | .
CCc1ccc(NS(=O)(=O)c2ccc3[nH]cc(C(=O)N(C)Cc4ccco4)c(=O)c3c2)cc1 | -4.3&2.4 | 3.7%&-4.4% | 14.1%&-5.2% | -12.1%&1.2% | -10.3% | -2.5%&2.2% | 5.3%&-18.7% | 1.3%&-7.0% | -16.7%&-31.5%
COCCn1nnnc1C(c1ccccc1OC)N1CCN(C(=O)c2ccco2)CC1 (centres undefined) | -0.8 | -1.5% | -1.9% | -6.1% | 5.8% | 0.9% | 52.1%[activator] | 0.3%[57.1 µM] | 1.3%[57.1 µM]
CC(=O)c1ccc(NC(=O)c2ccc3c(=O)n4c(nc3c2)CCCCC4)cc1 | -7.7 | -3.3% | -22.2% | 0.9% | -1.8% | 22.6% | 23.3% | -1.3% | 6.0%
COCCNC(=O)/C(C#N)=C/c1c(N2CCCCCC2)nc2c(C)cccn2c1=O | 6.4 | -19.6% | -8.9% | 5.0% | -3.6% | 10.3% | 11.8% | 4.4% | -3.8%[57.1 µM]
CCSc1ccc(C(=O)Nc2ccc(-c3nc4ccc(C)cc4s3)cc2)cc1 | 2.3 | -16.8% | -13.5% | 7.5% | -4.4% | -0.2% | 16.8%[57 µM] | -6.7%[57.1 µM] | -7.5%[57.1 µM]
Cc1ccc(Cn2c(C(=O)O)cc3sccc32)cc1 | 0.9 | 3.4% | -5.2% | -2.7% | -8.5% | ? | 24.5% | -13.8% | -7.8%
Cc1cc(/C=C2\SC(=S)N(C)C2=O)c(C)n1-c1ccccc1O | 1.9 | 13.0% | ? | 2.3% | -1.4% | ? | -1.6% | -5.7% | 10.5%
COc1ccc(C(=O)c2no[n+]([O-])c2C(=O)c2ccc(OC)cc2)cc1 | 4.0 | 5.2% | -15.4% | -2.4% | -3.1% | . | -23.8% | -5.9% | 0.631µM*
CC1CCN(CC(O)COc2ccc(F)cc2)CC1 (centres undefined) | -1.0 | -5.2% | -25.3% | 12.2% | i | -0.7% | 38.4% | 1.0% | 3.6%
COc1ccc(OC)c(-c2csc(N(C)C(=O)Cc3ccccc3)n2)c1 | -9.1 | -2.2% | -7.0% | 1.6% | -4.8% | 17.2% | 4.5% | -3.1% | 19.8%[57.1 µM]
CCNc1nc(SCC(=O)OC)nc(N(C)C)n1 | 3.2 | -1.5% | 0.6% | 0.3% | -1.6% | 0.1% | 8.5% | 5.4%[57.1 µM] | 18.7%[57.1 µM]
CCOC(=O)c1ccc(OS(=O)(=O)c2ccccc2)c(OC)c1 | 2.4 | ? | -10.6% | 7.4% | 0.8% | -2.1% | 69.4% | -4.7%[57.1 µM] | 4.8%[57.1 µM]
CN(C)S(=O)(=O)n1cc(/C=C(\NC(=O)c2ccccc2)C(=O)N2CCOCC2)c2ccccc21 | 9.2 | -10.3% | -12.1% | 8.5% | -10.8% | -0.1% | -2.2% | -3.5%[57.1 µM] | 14.8%[57.1 µM]
O=C(CN1C(=O)C2CCCCC2C1=O)OCC(=O)c1ccc(Cl)s1 (centres undefined) | 0.5 | -14.8% | -22.4% | 0.0% | i | 6.5% | 46.4%[activator] | 7.7% | 32.0%
Cc1ccc2nc(-c3ccc(NC(=O)COc4c(C)ccc(C)c4C)cc3)sc2c1 | 2.5 | -3.4% | -9.0% | 0.0% | -3.1% | 2.7% | 18.9% | 161.4%[activator] | 126.1%[activator]
COc1cccc2cc(C(C)N(CCCN3CCOCC3)C(=S)Nc3cccc(C)c3)oc12 (centres undefined) | 3.9 | 9.2% | -8.3% | -2.8% | -9.2% | 2.0% | 24.6% | -2.6% | 15.3%
COc1ccc(Cn2c(C(=O)O)c(CNCCc3cc(OC)ccc3OC)c3ccc(C)cc32)cc1 | 0.7 | 0.3% | -10.4% | 10.2% | i | 0.2% | -1.7% | -2.8% | 9.3%
COC(=O)c1ccc(NC(=O)C(C)N2C(=O)c3ccccc3C2=O)cc1 (centres undefined) | 2.2 | 0.4% | -8.6% | 12.2% | i | -0.3% | 43.8%[activator] | 1.2% | 7.9%
